High-throughput results deposited in PubChem BioAssay by NCI.
Growth percent in the NCI-60 one-dose screen (48 h, 10 µM unless noted): 100 = growth as untreated, 0 = no growth, -100 = all killed.
HL-60(TB) – HL-60(TB) leukemia cells. actives 9% (n = 78,000). AID 1794776; active = growth percent below 10
Numbers without * were called inactive; & = joins results of further samples; [ ] = another dose, or the depositor's remark. Some of the compounds tested. The share of hits here may be higher or lower than overall.

SMILES	HL-60(TB)
CC(C)=CCC[C@](C)(O)[C@H]1CC[C@]2(C)[C@@H]1CC[C@@H]1[C@@]3(C)C/C(=C/O)C(=O)C(C)(C)[C@@H]3CC[C@]12C	103
N/C(=N\C(N)=N\c1nc2ccccc2s1)c1ccccc1F	99
CCOC(=O)[C@]1(C)C(=O)N2c3cc(O)cc4c3[C@H](C(C)=C[C@@]2(CC)C1=O)[C@@H](C)[C@@H]4O[C@H]1CC[C@@H](O)[C@@H](C)O1	87
CC1(C)OC(=O)c2ccccc21	87
CCCCCCCCCCCCCCCCCC1OCC(COC(=O)O[C@]2(CC)C(=O)OCc3c2cc2n(c3=O)Cc3cc4ccccc4nc3-2)O1 (stereo partly specified)	102
Nc1c2c(=S)n(-c3ccccc3)c(=S)n(-c3ccccc3)c2nc(=NCc2ccccn2)n1-c1ccccc1	88
CCCCCCCCCCCCCCCC(=O)OC[C@@]1(O)C[C@@]23CC[C@@H]4C(C)(C)[C@H](O)CC[C@@]4(C)[C@@H]2CC[C@H]1C3	101
NS(=O)(=O)c1nnc(/N=C/c2c(O)[nH]c3ccccc23)s1	123
CCOc1cc(N2CCOCC2)c(OCC)cc1N	105
O=C(Nc1ccc2c(ccn2Cc2ccccn2)c1)c1cccnc1	149
O=C1/C(=C\c2ccc(O)cc2)Sc2c(F)cccc21	88
O=C1/C(=C/c2ccc(F)cc2)N=C2SCCCN12	105
O=C1NC(=O)C([N+](=O)[O-])C(=O)N1	75
Cn1c(=O)n(C)c2ccccc21	88
CC(=O)/C=C/c1ccc(OCc2ccc(Cl)cc2)cc1	84
CCCCCCCN1C(=O)/C(=c2\sc3n(c2=O)NC2C(N=3)N(CC)C(=O)N2CC)c2ccccc21 (stereo unspecified)	85
C/C(=C\C(=O)c1ccccc1)c1ccccc1	108
Cc1ccc2nc(-c3c(C)nn(-c4ccccc4)c3N3CCOCC3)[nH]c2c1	93
CN1CCN(c2ccc3nc(/N=C/c4ccc5sc(-c6ccc(C(F)(F)F)cc6)nc5c4)sc3c2)CC1	84
S=c1[nH]cnc(S)c1Br	89
CC(=O)c1ccccc1O	101&83&86
COc1ccc(CN2CC3CC3(COc3nc(C)cs3)C2)cc1F (stereo unspecified)	56
CCOC(=O)c1cn2ncnc(Oc3ccc(NC(=O)NC4CCCCC4)c(Cl)c3)c2c1C	71
CC[N+](CC)=c1sc2c(s1)C(c1ccc(Cl)cc1)Oc1ccc(Cl)cc1-2 (stereo unspecified)	-34*
O=C(CSc1nc2ccccc2c(=O)n1-c1ccccc1)Nc1ccc(-c2nc3ccccc3[nH]2)cc1	107
Cc1nn2c(-c3nc4c(C)c(C)ccc4[nH]3)c(-c3ccccc3)nc2s1	90
NC(=O)CC1CCC(c2ccccc2)CC1 (stereo unspecified)	101
Cc1ccc(C(N)=O)cc1	139
OC(CC1CCCC(CC(O)c2ccccc2)N1CCc1ccccc1)c1ccccc1 (stereo unspecified)	114
COc1ccc(-c2nc3cc(C(=O)O)ccc3n2C2CCCCC2)cc1	79
COc1ccc(C(=O)N2NC(=O)/C(=C/c3ccccc3F)N=C2c2ccccc2)cc1	94
CC1(C)CC2=C3C=C[C@@H]4[C@@]5(C)CC[C@H](O)C(C)(C)[C@@H]5CC[C@@]4(C)[C@]3(C)CC[C@@]2(C(=O)O)CC1=O	39
COc1ccc(C2C(C#N)=C(NC(C)=O)Oc3c2ccc2ccccc32)cc1 (stereo unspecified)	113
CCC(O)c1ccc(N)cc1 (stereo unspecified)	104
CS(=O)(=O)c1ccc(-c2nc3ccccc3n2CC(N)=O)cc1	75
O/N=C(/C[n+]1ccccc1)c1ccc2ccccc2c1	111&99
CC/C(Cc1ccccc1)=C(\c1ccc(OCCN(C)C)cc1)c1ccc(OC(=O)NCc2ccccc2)cc1	60
CC(=O)Oc1ccc2c(c1)oc(=O)c1c3ccc(OC(C)=O)cc3oc21	15
CCOC(=O)C(C#N)=C1CCN(C)CC1	113
CCCc1[nH]c(-c2cc(N)ccc2Cl)c2c1C(=O)CCCC2	92
c1ccc2c(-c3cn4ccnc4c(-c4ccc5c(c4)ncn5C4CCCCC4)n3)cccc2c1	50
C=C(C[n+]1ccccc1)[C@@H]1CC[C@]2(CO)CC[C@]3(C)[C@H](CC[C@@H]4[C@@]5(C)CC[C@H](O)C(C)(C)[C@@H]5CC[C@]43C)[C@@H]12	38
CN1CCN(c2nc(-c3ccccc3)cc(=O)n2C)CC1	101
Clc1ccc2c(NCCNc3nc(-c4ccccc4)cc(-c4ccccc4)n3)ccnc2c1	-47*
C=CCn1c(SCC(=O)Nc2ccc(Cl)cc2)nnc1-c1ccc(OC)cc1	86
O=C1N=C(N2CCCCC2)S/C1=C\c1ccc(Cl)cc1	67
Clc1ccc(OCCOc2ccc(Cl)cc2Cl)c(Cl)c1	69
COc1ccc(/C=C2\N=C(Nc3ccccc3)N(/N=C/N(C)C)C2=O)cc1	105
Cc1ccc(Nc2nnc(-c3ccc(Cl)cc3)o2)cc1	112
O=C1C(Cl)=C(Cl)C(=O)c2cc(Cl)c(Cl)cc21	112
COc1ccc(C(=O)Nc2ccc(-n3cnc4ccccc43)cc2)cn1	51
O=C(O)c1cccc(CN2CCN(c3cc4c(cc3F)c(=O)c(C(=O)O)cn4C3CC3)CC2)c1O	99
Cc1nn(-c2ccccc2)c(N)c1N=C1NC(=O)/C(=C/c2ccc(Br)cc2)S1	78
NC(N)=NS(=O)(=O)c1ccc(N=Nc2c(N)[nH]n(-c3ccccc3)c2=O)cc1	101
CCOC(=O)C1=C(C)c2ccc(OC)c(OC)c2C1	106
N#CCC(=O)N/N=C\C(O)C(O)C(O)C(O)C(=O)O (stereo unspecified)	99
CCC(C)c1ccccc1OCC(C)OC(=O)Cc1ccccc1 (stereo unspecified)	97
O=C1CCC/C=C\C[C@H]2C=C(Cl)C(=O)/C2=C/C[C@H](CCCCC(F)(F)F)OC(=O)CCC/C=C\C[C@H]2C=C(Cl)C(=O)/C2=C/C[C@H](CCCCC(F)(F)F)O1	-16*[7.5 µM]
COc1ccc(-c2c(C#N)c(N)n(-c3cccc(C(F)(F)F)c3)c(=O)c2C#N)cc1	99
CC(O)C1CCC2C3CCC4=CC(=O)CCC4(C)C3CCC12C (stereo unspecified)	58

Going on with the list:
SMILES	HL-60(TB)
OCCNc1nc(Nc2ccc(Cl)cc2)nc(Nc2ccc(C3=NN(c4cc(Cl)cc(Cl)c4)C(c4ccc(C(F)(F)F)cc4)C3)cc2)n1 (stereo unspecified)	106
CN(C)Cc1ccc[nH]1	109
CCNc1nc2cc3c(C)c(CC)c(=O)oc3c(C)c2o1	95
CCN(CC)c1ccc2cc(C(Nc3ccc(C)cc3)c3nnnn3C(C)(C)C)c(=O)oc2c1 (stereo unspecified)	89
Cc1c(Cc2ccccc2)c(=O)oc2c(C)c(OCC(=O)n3[nH]c(=O)cc3N)ccc12	101
N/N=C1\CCC(C(=O)NN)C1 (stereo unspecified)	102
Cn1c(=O)c2c(c3ccccc31)OC(N)=C(C#N)C21C(=O)c2cccc3cccc1c23 (stereo unspecified)	99
CC[C@@]12CC(C(=O)OC)=C3Nc4cc5c(cc4[C@@]34CCN(C[C@H]3O[C@H]31)[C@@H]24)[C@@H]1[C@H](O5)[C@@H](O)[C@@]2(CC)CC(C(=O)OC)=C3Nc4cc(O)ccc4[C@@]34CCN1[C@@H]24	-39*
COc1ccc(-n2nc3c(c2-c2cc(OC)c(OC)c(OC)c2)-c2oncc2CC3)cc1	86
CC(=O)C(=Cc1cccc([N+](=O)[O-])c1)C(C)=O	73
CS(=O)(=O)c1ccc(NN2C(=O)CSC2c2ccc(F)cc2)cc1 (stereo unspecified)	93
C[C@]12CC[C@@H]3c4cc(-c5ccc(F)cc5)c(O)cc4CC[C@H]3[C@@H]1CC[C@@H]2O	69
COc1ccc(C(=O)Nc2c(Cl)cccc2Cl)cc1OC	82
O=C(O)c1cn(C2CC2)c2cc(N3CCN(C(=O)C[n+]4ccccc4)CC3)c(F)cc2c1=O	112
CC(=O)N(O)c1ccc(/C=C/c2ccccc2)cc1	23
O=C(c1ccccc1)C1CC=CCC1C(=O)c1ccccc1 (stereo unspecified)	92
C#Cc1cccc(NC(=O)C2CCCN(S(=O)(=O)F)C2)c1 (stereo unspecified)	95[8.25 µM]
Cc1nc2ccccc2c(=O)n1-c1cccc(OCc2cn(-c3ccc(O)cc3)nn2)c1	99
Cc1ccccc1Nc1nc(N)nc(C)c1Br	93
Cc1cn([C@@]2(CF)O[C@H](CO)C2C)c(=O)[nH]c1=O (stereo partly specified)	103
Cc1cccc(C)c1OCCN(C)C	97
NC(=O)N1CCN(C(N)=O)CC1	91
CC(C)(C)c1ccc(NCc2cn(-c3ccc(C(F)(F)F)cc3)nc2-c2ccc(C(=O)O)cc2)cc1	102
Nc1nc2nc(Br)[nH]c2c(=O)[nH]1	97
CC(=O)Nc1ccc2ncc(C(N)=O)c(Nc3ccc(Cl)cc3)c2c1	109
CN1C(=O)/C(=C2/C(=O)N(C)c3ccccc32)S/C1=N\Nc1ccccc1	106
CCCCCCCCN(CCCCCCCC)CC(O)c1ccc(Br)c(C)c1 (stereo unspecified)	99
O=C(CC(=O)c1ccccc1)Nc1cccc([N+](=O)[O-])c1	120
O=C(Nc1cccc([N+](=O)[O-])c1)c1cccc([N+](=O)[O-])c1	95
Cc1[nH]c(=O)[nH]c(=O)c1CO	97
Cc1ccc(C(=O)NNC(=O)CSc2nc3ccccc3c(=O)[nH]2)cc1	93
Cc1[nH]c2cccc3c2c1CCN1C(=O)OC(C)(C)C31C (stereo unspecified)	115
O=C(CBr)c1cc2ccccc2c2ccccc12	101
Cc1nn(-c2ccc(Cl)cc2)c2c1C(c1ccc(O)cc1)C(C#N)=C(N)O2 (stereo unspecified)	106
CCCCCCCCCCCCC[C@@H](O)C[C@H](O)[C@H](C)N	71[1 µM]
Cc1c(Br)cc(Cl)c(O)c1Br	96
COc1ccc2cc(C(=O)c3cn(-c4ccccc4)nc3C(C)=O)ccc2c1	97
COC12C=CC(CC1)C1C(=O)C=CC(=O)C12 (stereo unspecified)	94
CCCCCCCCCCCCCCCCCCNC(=O)C(C)O (stereo unspecified)	99
COc1ccc(Nc2nn3c(SCC(=O)c4ccc(OC)cc4)nnc3s2)cc1	88
COC(=O)c1ccc(-n2cc(CCCOS(=O)(=O)c3ccc(-c4ccccc4)cc3)nn2)cc1	99
O=S(=O)(O)c1cccc2c(N=Nc3ccc(N=Nc4ccc(Nc5ccccc5)c5c(S(=O)(=O)O)cccc45)c4ccccc34)cccc12	130&78
CCOC(=O)/C(C#N)=C\c1ccc([N+](=O)[O-])o1	75&102
Cn1cnc([N+](=O)[O-])c1S(=O)(=O)NCN1CCOCC1	89
COc1cccc(/C=C/C(=O)c2ccc(NC(=O)c3cc4cc5ccccc5nc4s3)cc2)c1	95
COc1cccc(/C(C#N)=C/c2nc3c(N4CCOCC4)nc(Cl)nc3n2C)c1	-32*
CCCCc1nc2c(N)nc3ccccc3c2n1Cc1cccc(CN)c1	12
CNS(=O)(=O)c1ccc([N+](=O)[O-])cc1	85
CCCNc1nc(SC)nc(-c2cccc([N+](=O)[O-])c2)c1C#N	102
COc1cc(/C=C/C(=O)c2ccccc2)ccc1Oc1nc(NCCO)nc(N2CCOCC2)n1	82
Cc1nc2ccc(Br)cn2c1-c1nnc(SCc2c(F)c(F)c(F)c(F)c2F)o1	116
Fc1ccc(-c2nnc(-c3c(-c4ccccc4)nc4ncccn34)o2)cc1	96
O=[N+]([O-])c1cc(F)c(F)cc1F	87
Cc1cc(C)cc(Nc2c(Nc3cc(C)cc(C)c3)c(=O)c2=O)c1	108
Cc1ccc(C2=Nn3c(nnc3-n3[nH]c(=O)c4ccccc4c3=O)SC2)cc1	44
Cn1cc(-c2csc(-c3cn(C)c4ccc(Br)cc34)n2)c2cnccc21	-58*
Nc1nn(-c2nc(Nc3ccccc3)nc(Nc3ccc(S(N)(=O)=O)cc3)n2)c(N)c1N=Nc1ccccc1	106
COc1ccc(O)cc1	101
C/C(=N\Nc1ccc(S(N)(=O)=O)cc1)c1cc2cc(Br)ccc2o1	100
O=CC#Cc1ccccc1	104

(further entries)
SMILES	HL-60(TB)
CN1C(=O)C2(Nc3ccccc3-c3ccnn32)c2cc(Cl)ccc21 (stereo unspecified)	100
CCn1cc(/C=C(/SS/C(=C/c2cn(CC)c3cccc(C(=O)O)c23)C(=O)O)C(=O)O)c2c(C(=O)O)cccc21	104
c1coc(-c2cc3nc(N4CCOCC4)nc(-c4ccco4)n3n2)c1	86
Cc1ccc2nc(NC(=O)CSc3nc(-c4ccc(F)cc4)c(C#N)c(=O)[nH]3)sc2c1	107
OCCc1ccccc1	104

Laid out differently: 18 of the compounds above.
| Structure | HL-60(TB) |
| --- | --- |
| COc1cccc(/C(C#N)=C/c2nc3c(N4CCOCC4)nc(Cl)nc3n2C)c1 | -32* |
| CCCCc1nc2c(N)nc3ccccc3c2n1Cc1cccc(CN)c1 | 12 |
| CNS(=O)(=O)c1ccc([N+](=O)[O-])cc1 | 85 |
| CCCNc1nc(SC)nc(-c2cccc([N+](=O)[O-])c2)c1C#N | 102 |
| COc1cc(/C=C/C(=O)c2ccccc2)ccc1Oc1nc(NCCO)nc(N2CCOCC2)n1 | 82 |
| Cc1nc2ccc(Br)cn2c1-c1nnc(SCc2c(F)c(F)c(F)c(F)c2F)o1 | 116 |
| Fc1ccc(-c2nnc(-c3c(-c4ccccc4)nc4ncccn34)o2)cc1 | 96 |
| O=[N+]([O-])c1cc(F)c(F)cc1F | 87 |
| Cc1cc(C)cc(Nc2c(Nc3cc(C)cc(C)c3)c(=O)c2=O)c1 | 108 |
| Cc1ccc(C2=Nn3c(nnc3-n3[nH]c(=O)c4ccccc4c3=O)SC2)cc1 | 44 |
| Cn1cc(-c2csc(-c3cn(C)c4ccc(Br)cc34)n2)c2cnccc21 | -58* |
| Nc1nn(-c2nc(Nc3ccccc3)nc(Nc3ccc(S(N)(=O)=O)cc3)n2)c(N)c1N=Nc1ccccc1 | 106 |
| COc1ccc(O)cc1 | 101 |
| C/C(=N\Nc1ccc(S(N)(=O)=O)cc1)c1cc2cc(Br)ccc2o1 | 100 |
| O=CC#Cc1ccccc1 | 104 |
| CN1C(=O)C2(Nc3ccccc3-c3ccnn32)c2cc(Cl)ccc21 (stereo unspecified) | 100 |
| CCn1cc(/C=C(/SS/C(=C/c2cn(CC)c3cccc(C(=O)O)c23)C(=O)O)C(=O)O)c2c(C(=O)O)cccc21 | 104 |
| c1coc(-c2cc3nc(N4CCOCC4)nc(-c4ccco4)n3n2)c1 | 86 |
